Assay outcomes from PubChem.
GRK2 aptamer HTS: inhibitors of human GRK2 displacing RNA aptamer; inhibition of aptamer binding, % at 10 µM; P25098; bead flow cytometry, FAM-aptamer displacement from GRK2; 330,000 compounds, 0.59% hits; AID 488847;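 active = inhibition of aptamer binding above 40%, roughly 3 SD of noise, on plates passing a quality check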;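 note: median bead fluorescence of bound FAM aptamer so fluorescent compounds give negative values; no value below 0 was filed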
MCL1 BIM primary: disrupts human MCL1 binding to BIM-BH3 peptide | inhibition, % at 10.9 µM | Q07820 | 320,000 compounds, 0.68% hits | GST-MCL1 / FITC-Bim-BH3 fluorescence polarization;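 active = inhibition above the mean inhibition of all tested compounds plus 3 SD, set per campaign, cut at about 40% in these data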;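 note: 0% = DMSO wells and 100% = unlabeled Bim-BH3 peptide control; higher means more loss of mP so more displacement of Bim peptide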
Target sequence (Q07820 whole entry, looked up): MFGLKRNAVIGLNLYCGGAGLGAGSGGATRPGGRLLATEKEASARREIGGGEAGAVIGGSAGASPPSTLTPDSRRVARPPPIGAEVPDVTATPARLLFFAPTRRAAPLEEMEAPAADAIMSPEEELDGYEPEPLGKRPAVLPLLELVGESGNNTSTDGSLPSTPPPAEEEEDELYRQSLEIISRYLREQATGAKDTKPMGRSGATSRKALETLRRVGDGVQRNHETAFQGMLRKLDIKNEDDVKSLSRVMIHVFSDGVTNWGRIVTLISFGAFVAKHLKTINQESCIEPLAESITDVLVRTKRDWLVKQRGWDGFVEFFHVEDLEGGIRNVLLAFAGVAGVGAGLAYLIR
GLD-1 TGE inh: GLD-1-TGE RNA interaction inhibition (C. elegans); Q17339; purified GLD-1 + fluorescein TGE RNA, fluorescence polarization; inhibition, % at 5.96 µM; 320,000 compounds, 0.44% hits; AID 2280;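 active = percent inhibition above a per-plate cutoff, the plate mean of test compounds plus 3 SD, cut at about 30% in these data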;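 note: 0% = DMSO wells with GLD-1 and probe and 100% = wells lacking GLD-1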
Target sequence (Q17339 whole entry, looked up): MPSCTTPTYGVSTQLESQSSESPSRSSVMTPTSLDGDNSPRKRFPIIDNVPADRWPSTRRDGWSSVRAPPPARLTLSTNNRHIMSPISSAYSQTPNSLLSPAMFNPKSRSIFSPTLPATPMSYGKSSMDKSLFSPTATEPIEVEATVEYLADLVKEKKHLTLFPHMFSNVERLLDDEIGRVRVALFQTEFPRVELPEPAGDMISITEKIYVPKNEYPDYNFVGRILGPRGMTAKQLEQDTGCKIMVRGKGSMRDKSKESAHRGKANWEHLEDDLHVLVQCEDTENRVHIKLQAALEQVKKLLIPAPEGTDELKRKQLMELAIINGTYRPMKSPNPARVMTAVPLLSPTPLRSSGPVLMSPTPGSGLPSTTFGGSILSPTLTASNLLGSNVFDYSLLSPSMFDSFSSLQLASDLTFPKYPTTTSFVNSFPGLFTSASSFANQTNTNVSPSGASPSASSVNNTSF
CR mimetic SO: yeast age-related superoxide inhibition as caloric restriction mimetic | S. cerevisiae aged cells, superoxide DHE fluorescence; hits give low values | superoxide response (% of plate mean), % at 10 µM | 330,000 compounds, 0.18% hits | AID 2690;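 active = superoxide response under a set limit, about three screen SD below normal, cut at about 65% in these data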;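 note: yeast aged for seven days with compound at 30 °C before DHE staining; 100% = average MFI of all compound-treated wells on the plate with controls excluded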
MEX-5 binding: C. elegans MEX-5 TCR-2 RNA binding activity; Q9XUB2; MEX-5/FITC-TCR2 RNA binding, fluorescence polarization; hits give low values; activity score (negative = inhibition of binding), % at 10 µM; 300,000 compounds, 0.38% hits;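 active = inhibition past about -25% in most replicates, and total fluorescence under double the plate's negative control median, limit read from the data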;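 note: 0% = DMSO and -100% = 5 µM competing unlabeled TCR2 RNA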
BCLXL inh: blocks human Bcl-xL binding to Bim BH3 peptide. inhibition, % at 10.9 µM. 320,000 compounds, 0.7% hits. GST-Bcl-xL / FITC-Bim BH3 peptide fluorescence polarization;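 active = inhibition above the mean of all tested compounds plus 3 SD, cutoff set per campaign, cut at about 30% in these data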;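 note: 0% = DMSO wells and 100% = unlabeled Bim-BH3 peptide competitor; inhibitors lower millipolarization by displacing the labeled peptide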
Target sequence (Q07817 whole entry, looked up): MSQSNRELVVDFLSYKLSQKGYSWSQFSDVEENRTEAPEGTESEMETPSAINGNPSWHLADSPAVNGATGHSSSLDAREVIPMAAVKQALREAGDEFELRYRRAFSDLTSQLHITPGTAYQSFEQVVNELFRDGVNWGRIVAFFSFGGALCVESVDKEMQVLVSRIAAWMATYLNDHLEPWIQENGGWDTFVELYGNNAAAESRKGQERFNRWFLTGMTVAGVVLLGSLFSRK
AGP1-GFP MLPCN: modulators of TOR pathway AGP1-GFP in S. cerevisiae. S. cerevisiae AGP1-GFP multiplex flow cytometry, 3 h; GFP as percent of DMSO wells. GFP response vs DMSO, % at 10 µM. 320,000 compounds, 0.02% hits. AID 2066;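 active = GFP response relative to DMSO above a set limit, near screen average plus 3 SD, cut at about 150% in these data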;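 note: median GFP channel fluorescence of the gated AGP1 strain per well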
CIT2 TOR yeast: yeast TOR pathway CIT2-GFP modulation | S. cerevisiae CIT2-GFP strain, flow cytometry, 3 h; 100 means same as DMSO wells | GFP response vs DMSO, % at 10 µM | 320,000 compounds, 0.065% hits | AID 2029;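 active = GFP response relative to DMSO above a set limit, near the screen mean plus 3 SD, cut at about 150% in these data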;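 note: ratio of well median GFP fluorescence to mean of DMSO wells on the plate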
VLA-4 inh: inhibition in a human VLA-4 binding assay; AID 2557; inhibition, % (about 7 µM as worked out from the volumes in the protocol); VLA-4 expressing cells, ligand binding flow cytometry; 330,000 compounds, 0.2% hits; P13612; in the data active = inhibition above about 50%
* = called active by the depositor. An unsorted share of the library; about 2.1% have a hit in one of these screens.

For O=C(O)c1nc(-c2ccccc2)n(-c2ccccc2)n1 the results were GRK2 aptamer HTS 0, MCL1 BIM primary -8, GLD-1 TGE inh 5, CR mimetic SO 108, MEX-5 binding -0.7, BCLXL inh 2, AGP1-GFP MLPCN 89, CIT2 TOR yeast 88 and VLA-4 inh -11.
`Cc1cc(-c2nn(-c3ccccc3F)cc2CN2CCCC(C(N)=O)C2)c(C)s1` (stereo not given) gave GRK2 aptamer HTS 0, MCL1 BIM primary -2, GLD-1 TGE inh -5, CR mimetic SO 97, MEX-5 binding 2.6, BCLXL inh 3, AGP1-GFP MLPCN 102, CIT2 TOR yeast 93 and VLA-4 inh 1.
Screening O=C(NCCN1C(=O)C2C3C=CC(C3)C2C1=O)N1CCOCC1 (stereo not given) returned GRK2 aptamer HTS 4, MCL1 BIM primary 1, GLD-1 TGE inh 8, CR mimetic SO 87, MEX-5 binding 2.8, BCLXL inh -1, AGP1-GFP MLPCN 108, CIT2 TOR yeast 105 and VLA-4 inh 6.
For O=C(COc1ccc(-c2ccccc2)cc1)N1CCCC1 the results were GRK2 aptamer HTS 5, MCL1 BIM primary 8, GLD-1 TGE inh 4, CR mimetic SO 103, MEX-5 binding -0.5, BCLXL inh 3, AGP1-GFP MLPCN 96, CIT2 TOR yeast 102 and VLA-4 inh -8.
`C=CCC[C@@H](Cc1ccc(F)cc1)C(=O)OCCNC(=O)[C@@H](CC=C)CC(=O)N(CCO)Cc1ccccc1` gave GRK2 aptamer HTS 1, GLD-1 TGE inh 3, CR mimetic SO 84, AGP1-GFP MLPCN 103, CIT2 TOR yeast 105 and VLA-4 inh 12.
CCCc1c(C)nn(-c2ncccc2[N+](=O)[O-])c1C was read as GRK2 aptamer HTS 1, MCL1 BIM primary 8, GLD-1 TGE inh 7, CR mimetic SO 87, MEX-5 binding -0.6, BCLXL inh 5, AGP1-GFP MLPCN 105, CIT2 TOR yeast 98 and VLA-4 inh -1.
`COc1ccc(/C=N/N2CCN(c3ccccc3)CC2)cc1Br` gave GRK2 aptamer HTS 0, MCL1 BIM primary -3, GLD-1 TGE inh 3, CR mimetic SO 98, MEX-5 binding 1.6, BCLXL inh 8, AGP1-GFP MLPCN 103, CIT2 TOR yeast 111 and VLA-4 inh 1.
Screening COC(=O)Nc1nnc(SCc2ccc(C)cc2)s1 returned GRK2 aptamer HTS 4, MCL1 BIM primary -15, GLD-1 TGE inh -11, CR mimetic SO 112, MEX-5 binding -0.6, BCLXL inh -14, AGP1-GFP MLPCN 93, CIT2 TOR yeast 84 and VLA-4 inh 0.
For COc1ccc(CC(=O)NCC(=O)N/N=C/c2ccc(C)o2)cc1 the results were GRK2 aptamer HTS 1, MCL1 BIM primary -2, GLD-1 TGE inh 5, CR mimetic SO 102, MEX-5 binding 0.4, BCLXL inh 4, AGP1-GFP MLPCN 105, CIT2 TOR yeast 109 and VLA-4 inh 9.
`Nc1nc2c(s1)C(=O)CCC2` gave GRK2 aptamer HTS 2, MCL1 BIM primary 4, GLD-1 TGE inh -8, CR mimetic SO 89, MEX-5 binding -0.5, BCLXL inh 2, AGP1-GFP MLPCN 107, CIT2 TOR yeast 103 and VLA-4 inh -13.
Screening NC(=O)c1c(NC(=O)CSc2nnc(-c3ccccc3)n2CC2CCCO2)sc2c1CCC2 (stereo not given) returned GRK2 aptamer HTS 2, MCL1 BIM primary -6, GLD-1 TGE inh -3, CR mimetic SO 108, MEX-5 binding 0.7, BCLXL inh -3, AGP1-GFP MLPCN 96 and CIT2 TOR yeast 93.
For CC1CCN(c2c(NCc3ccc(C(=O)N(C)C4CCCCC4)cc3)c(=O)c2=O)CC1 the results were GRK2 aptamer HTS 1, MCL1 BIM primary 2, GLD-1 TGE inh 4, CR mimetic SO 106, MEX-5 binding 1.5, BCLXL inh 4, AGP1-GFP MLPCN 100 and CIT2 TOR yeast 95.
Screening Cc1ccccc1Nc1nc(-c2sc(NC(=O)c3ccc([N+](=O)[O-])cc3)nc2C)cs1 returned GRK2 aptamer HTS 4, MCL1 BIM primary 7, GLD-1 TGE inh 3, CR mimetic SO 97, MEX-5 binding 2.0, BCLXL inh 2, AGP1-GFP MLPCN 100, CIT2 TOR yeast 94 and VLA-4 inh 14.
For CC(=O)C(Sc1ccc2nnc(-c3ccc(C)cc3)n2n1)C(C)=O the results were GRK2 aptamer HTS 0, MCL1 BIM primary -2, GLD-1 TGE inh -3, CR mimetic SO 102, MEX-5 binding 1.1, BCLXL inh 6, AGP1-GFP MLPCN 99, CIT2 TOR yeast 94 and VLA-4 inh -6.
`CCOC(=O)c1c(NC(=O)CSc2nnc3c(n2)[nH]c2ccccc23)sc2c1CCN(C)C2` gave GRK2 aptamer HTS 0, MCL1 BIM primary 18, GLD-1 TGE inh -6, CR mimetic SO 107, MEX-5 binding 0.2, BCLXL inh 5, AGP1-GFP MLPCN 102, CIT2 TOR yeast 88 and VLA-4 inh -9.
Screening O=C(/C=C/c1ccc2ccccc2n1)N1CCN(S(=O)(=O)c2ccccc2F)CC1 returned GRK2 aptamer HTS 2, MCL1 BIM primary 5, GLD-1 TGE inh 2, CR mimetic SO 119, MEX-5 binding -2.0, BCLXL inh -4, AGP1-GFP MLPCN 102, CIT2 TOR yeast 97 and VLA-4 inh -10.
Screening Cc1ccc(OCC(=O)Nc2cccc(-c3nnc(-c4ccccc4)o3)c2)c(C)c1 returned GRK2 aptamer HTS 2, MCL1 BIM primary 0, GLD-1 TGE inh 2, CR mimetic SO 87, MEX-5 binding 1.8, BCLXL inh 4, AGP1-GFP MLPCN 95, CIT2 TOR yeast 96 and VLA-4 inh -17.
`CCCN(CC(=O)Nc1ccccc1OC)C(=O)CSC(=S)N1CCCC1` gave GRK2 aptamer HTS 0, MCL1 BIM primary 3, GLD-1 TGE inh 2, CR mimetic SO 95, BCLXL inh 8, AGP1-GFP MLPCN 100, CIT2 TOR yeast 98 and VLA-4 inh 2.
Screening COCCCNC(=O)CCC(=O)NNc1nc2ccccc2c2nc(-c3ccccc3)nn12 returned GRK2 aptamer HTS 1, MCL1 BIM primary -5, GLD-1 TGE inh 4, CR mimetic SO 89, MEX-5 binding -1.8, BCLXL inh 3, AGP1-GFP MLPCN 99, CIT2 TOR yeast 98 and VLA-4 inh 11.
`CN(C)N1C(N)=C(C#N)C(c2ccc(Br)cc2)C2=C1CC(C)(C)CC2=O` (stereo not given) gave GRK2 aptamer HTS 0, MCL1 BIM primary -2, GLD-1 TGE inh -3, CR mimetic SO 122, MEX-5 binding 2.6, BCLXL inh 2, AGP1-GFP MLPCN 89, CIT2 TOR yeast 92 and VLA-4 inh 5.
For CCn1c(COc2cccc(OC)c2)nnc1SCC(=O)Nc1cccc(OC)c1 the results were GRK2 aptamer HTS 1, MCL1 BIM primary -6, GLD-1 TGE inh -1, CR mimetic SO 108, MEX-5 binding 1.9, BCLXL inh 3, AGP1-GFP MLPCN 103, CIT2 TOR yeast 96 and VLA-4 inh 1.
For O=C(O)CN(c1ccccc1)C1SC(=O)NC1=O (stereo not given) the results were GRK2 aptamer HTS 0, MCL1 BIM primary 6, GLD-1 TGE inh -3, CR mimetic SO 103, MEX-5 binding 0.0, BCLXL inh -2, AGP1-GFP MLPCN 105, CIT2 TOR yeast 106 and VLA-4 inh 18.
CC(C)N1C(=O)C2C(C(=O)NC3CCCCC3)C3C=CC2(O3)C1C(=O)NC1CCCC1 (stereo not given) was read as GRK2 aptamer HTS 2, MCL1 BIM primary 1, GLD-1 TGE inh 9, CR mimetic SO 101, MEX-5 binding 0.7, BCLXL inh -1, AGP1-GFP MLPCN 100, CIT2 TOR yeast 93 and VLA-4 inh 36.
Cc1ccc(-n2nc3c(c2NC(=O)c2cc4ccccc4o2)CS(=O)(=O)C3)cc1 was read as GRK2 aptamer HTS 1, MCL1 BIM primary -7, GLD-1 TGE inh 9, CR mimetic SO 98, MEX-5 binding -0.2, BCLXL inh -2, AGP1-GFP MLPCN 104, CIT2 TOR yeast 104 and VLA-4 inh -17.
Cc1cccc(/C=N/NC(=O)c2ccc(NC(=O)c3ccccc3C)cc2)n1 was read as GRK2 aptamer HTS 0, MCL1 BIM primary -9, GLD-1 TGE inh -2, CR mimetic SO 93, MEX-5 binding 1.6, BCLXL inh -6, AGP1-GFP MLPCN 99, CIT2 TOR yeast 100 and VLA-4 inh 0.
`CCOC(=O)c1c(C)[nH]c(C)c1S(=O)(=O)N1CCC(c2ccccc2)C1` (stereo not given) gave GRK2 aptamer HTS 1, MCL1 BIM primary 6, GLD-1 TGE inh -2, CR mimetic SO 99, MEX-5 binding 3.2, BCLXL inh 7, AGP1-GFP MLPCN 96, CIT2 TOR yeast 97 and VLA-4 inh 20.
`O=C(NCC1(c2ccccc2)CCOCC1)c1cccs1` gave GRK2 aptamer HTS 3, MCL1 BIM primary -5, GLD-1 TGE inh 6, CR mimetic SO 88, MEX-5 binding -2.0, BCLXL inh 4, AGP1-GFP MLPCN 92, CIT2 TOR yeast 98 and VLA-4 inh 3.
For O=C(COC(=O)c1cc2ccccc2cc1O)Nc1ccccc1F the results were GRK2 aptamer HTS 0, GLD-1 TGE inh 2, CR mimetic SO 146, AGP1-GFP MLPCN 90, CIT2 TOR yeast 85 and VLA-4 inh -2.
For CCCCN1CCN=C1N(C)C the results were GRK2 aptamer HTS 2, MCL1 BIM primary -2, GLD-1 TGE inh 6, CR mimetic SO 96, BCLXL inh 9, AGP1-GFP MLPCN 103, CIT2 TOR yeast 101 and VLA-4 inh -13.
`Cc1sc2ncn(CC(=O)NCCCN3CC(C)CC(C)C3)c(=O)c2c1S(=O)(=O)N1CC(C)CC(C)C1` (stereo not given) gave GRK2 aptamer HTS 0, MCL1 BIM primary 7, GLD-1 TGE inh -4, CR mimetic SO 107, MEX-5 binding 0.5, BCLXL inh 5, AGP1-GFP MLPCN 95, CIT2 TOR yeast 98 and VLA-4 inh 10.
`Cc1ccc(Cn2cccc2/C=C2/C(=N)N3C=CSC3=NC2=O)cc1` gave GRK2 aptamer HTS 1, MCL1 BIM primary 8, GLD-1 TGE inh -1, CR mimetic SO 103, BCLXL inh 2, AGP1-GFP MLPCN 106, CIT2 TOR yeast 109 and VLA-4 inh -4.
Screening O=C(/C=C/c1ccc2c(c1)OCO2)N1CCCCC1 returned GRK2 aptamer HTS 3, CR mimetic SO 99, MEX-5 binding 0.3, AGP1-GFP MLPCN 94, CIT2 TOR yeast 98 and VLA-4 inh 3.
For O=C(O)c1c(N2CCCCC2)ccc([N+](=O)[O-])c1N1CCCCC1 the results were GRK2 aptamer HTS 0, MCL1 BIM primary 4, GLD-1 TGE inh 3, CR mimetic SO 53*, MEX-5 binding -0.3, BCLXL inh 2, AGP1-GFP MLPCN 98, CIT2 TOR yeast 101 and VLA-4 inh 1.
For NC(=O)CSc1oc(-c2ccco2)nc1S(=O)(=O)c1ccccc1 the results were GRK2 aptamer HTS 0, MCL1 BIM primary 10, GLD-1 TGE inh -2, CR mimetic SO 98, MEX-5 binding -1.5, BCLXL inh 8, AGP1-GFP MLPCN 102, CIT2 TOR yeast 101 and VLA-4 inh 3.
Screening COc1ccc(CNC(=O)CSCc2cccc(Cl)c2)cc1 returned GRK2 aptamer HTS 21, MCL1 BIM primary 9, GLD-1 TGE inh 0, CR mimetic SO 101, MEX-5 binding -0.4, BCLXL inh 4, AGP1-GFP MLPCN 111, CIT2 TOR yeast 99 and VLA-4 inh 0.
